# HUVEC prolif 384 – inhibitors of HUVEC proliferation, primary screen, cell-based, 384-well. CellTiter-Glo luminescence, 72 h; stronger effect = lower value. viability, % at 10 µM (by protocol). 86,000 tested, 1.1% active. AID 648, 2007;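 active = viability at or below 30%; inactive = viability above 30%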;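 also: 100% = median luminescence of DMSO-only cell control wells on each plate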
# VCAM1 TNFa inh – inhibitors of TNFa-induced VCAM1 expression, primary screen, imaging, HUVEC, TNFa stimulus, immunofluorescence. AID 802, 2007. 95,000 tested, 0.48% active. inhibition, % at 2 µM. HUVEC TNFa-induced VCAM-1 immunofluorescence, high-content imaging;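 active = inhibition above the batch mean plus 3 SD, with images confirmed as a hit by eye, cut at about 37% in these data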;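 also: 0% = TNF-stimulated DMSO wells and 100% = unstimulated control wells; not every result past the cut was called active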
# Pyk2 oligo antag – antagonists of Pyk2 self-association, primary screen, Q293 cells, FERM NanoBiT luminescence, HTS; stronger effect = lower value; Protein-tyrosine kinase 2-beta (Homo sapiens), Q14289; 99,000 tested, 0.83% active; z-score (the deposit names both 25 µM and 10 µM);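 active = Z-score of -3 or lower, scaled per plate to the spread of control and sample wells; inactive = z-score above -3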;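 also: negative z-score means lost luminescence so less FERM oligomerization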
# Target sequence (Q14289 whole entry, looked up): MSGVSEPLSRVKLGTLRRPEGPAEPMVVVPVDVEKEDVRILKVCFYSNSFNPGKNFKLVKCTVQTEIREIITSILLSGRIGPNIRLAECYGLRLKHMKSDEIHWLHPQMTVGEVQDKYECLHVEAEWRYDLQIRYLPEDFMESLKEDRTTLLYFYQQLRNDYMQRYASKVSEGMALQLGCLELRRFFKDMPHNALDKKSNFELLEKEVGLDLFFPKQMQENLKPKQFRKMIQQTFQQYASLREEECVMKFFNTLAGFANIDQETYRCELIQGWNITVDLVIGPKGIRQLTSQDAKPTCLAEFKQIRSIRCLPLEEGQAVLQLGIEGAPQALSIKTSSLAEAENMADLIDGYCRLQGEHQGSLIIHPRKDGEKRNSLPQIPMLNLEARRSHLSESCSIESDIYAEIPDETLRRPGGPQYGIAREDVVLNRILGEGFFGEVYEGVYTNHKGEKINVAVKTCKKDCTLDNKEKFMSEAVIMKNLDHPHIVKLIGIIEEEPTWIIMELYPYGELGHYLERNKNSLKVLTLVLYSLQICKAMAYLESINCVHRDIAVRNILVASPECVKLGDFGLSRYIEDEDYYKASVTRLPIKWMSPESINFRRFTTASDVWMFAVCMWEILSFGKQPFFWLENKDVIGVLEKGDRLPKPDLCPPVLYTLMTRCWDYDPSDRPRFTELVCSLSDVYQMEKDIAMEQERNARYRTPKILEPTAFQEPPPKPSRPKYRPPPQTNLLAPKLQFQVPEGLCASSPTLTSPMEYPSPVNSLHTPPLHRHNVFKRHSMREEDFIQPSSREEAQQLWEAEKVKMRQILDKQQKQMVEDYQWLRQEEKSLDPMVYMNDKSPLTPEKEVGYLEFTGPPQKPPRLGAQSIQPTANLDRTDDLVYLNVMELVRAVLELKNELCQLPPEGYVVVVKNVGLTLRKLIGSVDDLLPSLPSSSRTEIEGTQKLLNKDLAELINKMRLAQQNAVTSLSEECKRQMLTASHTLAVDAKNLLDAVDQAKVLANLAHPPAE
# IL1B cytotox – cytotoxicity in IL-1B stimulated HUVEC, primary screen, cytotoxicity control for IL-1B NFkB translocation project, imaging, Hoechst nuclear count, IL-1B stimulus | HUVEC cell count loss | cell count reduction, % at 2 µM | 94,000 tested, 0.41% active | AID 845, 2007;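 active = cell count reduction more than 3 SD above the screen-wide mean, cut at about 70% in these data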;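 also: normalized per plate to untreated control cells as the no-loss baseline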
# HUVEC tox TNFa – cytotoxicity in TNFa-stimulated HUVEC, primary screen, cytotoxicity control for VCAM1 expression modulator project, imaging, Hoechst nuclei count | cell count reduction, % at 2 µM | HUVEC TNFalpha-stimulated, Hoechst cell count | 93,000 tested, 0.17% active;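 active = cell count reduction exceeding the screen mean by over 5 SD, scaled to untreated wells per plate, cut at about 78% in these data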;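 also: cells counted after 24 h of TNF alpha exposure following the 1 h pretreatment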
# Smad3 FoxH1 inh – Smad3/FoxH1 peptide binding inhibitors, primary screen, biochemical, TR-FRET. TR-FRET Smad3/Dy647-FoxH1 peptide binding, europium anti-His. inhibition, % at 25 µM. 88,000 tested, 0.29% active;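 active = compounds that reduce the energy-transfer binding signal between the protein and its labelled peptide by more than half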;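 also: 0% = Smad3 plus labelled peptide maximal FRET and 100% = peptide-only background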
# Fibroblast inh – antiproliferative effect on LL 47 fibroblasts – human, LL 47 cells, CellTiter-Glo luminescence, primary screen. LL 47 human lung fibroblast viability, ATP luminescence; stronger effect = lower value. viability, % at 10 µM. 85,000 tested, 1.1% active;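 active = viability at or below 50% in the single dose screen; inactive = viability above 50%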;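 also: compound exposure lasted 72 h before the ATP readout; 100% = median luminescence of untreated cell-only wells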
#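 Material: human LL 47 lung fibroblast cells; quantity: 1,150 cells/well; medium: IMEM plus 15% FBS; doses: 0.1% DMSO in all compound wells; timing: overnight attachment after seeding, then 72 h compound exposure at 37 °C; detection: CellTiter-Glo luminescence; measure: % viability of median cell-only signal; controls: cell-only wells, no compound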
# F-actin modifier – modifiers of F-actin cytoskeleton organization, primary screen, imaging, HUVEC, phalloidin staining, high-content imaging; HUVEC TNFa F-actin phalloidin imaging; inhibition, % at 2 µM; 91,000 tested, 0.18% active; AID 836, 2007;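 active = inhibition above the batch mean plus 3 SD and confirmed as a hit by visual image inspection, cut at about 30% in these data, passing the limit was not always enough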; also: strong numbers were not always called active
# H69AR growth 86K – proliferation blockers of H69AR lung cancer cells, primary screen, cell-based, human, 86K library; viability, % at 10 µM; H69AR lung tumor viability, ATP luminescence, 72 h; stronger effect = lower value; 85,000 tested, 6% active;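 active = viability at or below 40%; inactive = viability above 40%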;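 also: multidrug resistant small cell line overexpressing MRP-1 efflux transporter; 100% = mean luminescence of untreated control wells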
# The depositor's hits bear a star; / = not tested or not shown; [ ] = another dose, or the depositor's remark.
# Screens in order: HUVEC prolif 384, VCAM1 TNFa inh, Pyk2 oligo antag, IL1B cytotox, HUVEC tox TNFa, Smad3 FoxH1 inh, Fibroblast inh, F-actin modifier, H69AR growth 86K
Nc1nc2nc(SCC(=O)N3CCCc4ccccc43)[nH]c2c(=O)[nH]1
 : /, -4, /, 14, -6, /, /, 16, /
Brc1ccc(Oc2ncc(CN3CCOCC3)s2)cc1
 : /, 3, -0.54, -2, -4, /, /, 16, /
CN(CCc1ccccn1)S(=O)(=O)c1ccc(F)cc1
 : 110, -5, -0.22, -12, -36, 3, 96, -59, 89
O=C1CC(Nc2ccccc2)C(=O)N1c1ccc(N2CCOCC2)cc1 (stereo not drawn)
 : 92, 15, 0.22, -5, -21, 3, 88, 30, 95
CCCCN(C(=O)NC(=O)Nc1nc2ccc(OC)cc2s1)S(C)(=O)=O
 : /, 9, 1.1, -20, 6, /, /, 4, /
COc1ccc(-c2nnc(-c3cccnc3)o2)cc1
 : 103, -8, -0.75, -22, -6, -4, 99, 34, 91
Cc1ccc(CCNC(=O)C2CCN(S(=O)(=O)c3cccc4nsnc34)CC2)cc1
 : 111, -5, 0.91, 28, -22, 8, 105, 1, 76
Cc1[nH]c(=O)[nH]c(=O)c1S(=O)(=O)N1CCCC1
 : /, 5, 0.45, -1, -14, /, /, 15, /
Nc1ccc(Sc2cnn(-c3ccccc3)c(=O)c2Cl)cc1
 : /, 0, -0.04, -63, -6, /, /, 26, /
Cc1cccc(NC(=O)c2ccccc2O)c1C
 : 99, 13, -0.63, 10, /, 11, 90, -13, 53
CCOc1ccc(Nc2oc(-c3cccc(Cl)c3)nc2C#N)cc1
 : 95, 6, 0.68, 12, -4, -8, 92, 8, 57
O=C(Nc1ccc(Cl)c([N+](=O)[O-])c1)c1ccc(NCCCN2CCOCC2)c([N+](=O)[O-])c1
 : /, 21, 0.9, -4, 2, /, /, 16, /
CCN(CC)C(=O)Cn1nc(-c2ccccc2O)nc1SCC(=O)Nc1ccc(OC)cc1
 : 78, -4, -0.6, 26, 4, -1, 93, -9, 35*
NC(=O)CSc1nnc(-c2ccc(S(=O)(=O)N3CCCC3)cc2)n1CC1CCCO1 (stereo not drawn)
 : 112, -5, -0.25, -4, -4, -10, 98, 20, 96
COc1ccc(S(=O)(=O)NCc2ccccn2)cc1
 : 87, -5, /, -2, -14, 7, 101, 4, 114
Cc1cc2cc3c(cc2nc1SCC(=O)Nc1c(C)cccc1C)CCC3
 : /, 6, 1.1, 5, 7, /, /, /, /
CCc1ccc(-n2c(O)cnc2Nc2nc(C)cc(C)n2)cc1
 : 101, 7, /, -12, -10, 4, 105, -1, 98
COc1cc(CNCCc2ccc(S(N)(=O)=O)cc2)ccc1OCC(=O)NC1CCCCC1
 : /, -8, 0.02, 10, 13, /, /, 6, /
CCOC(=O)N1CCN(C(=O)Cc2ccsc2)CC1
 : 108, -6, -0.03, -3, -14, 0, 104, 19, 95
CS(=O)(=O)N(CC(=O)Nc1ccccc1)Cc1ccc(Cl)cc1
 : 91, 6, 0.42, 3, -9, -17, 93, -10, 98
COc1cc(NC(=O)c2ccccc2)c(OC)cc1NC(=O)CN1CCOCC1
 : 100, 3, -0.63, -14, -1, 7, 106, 22, 89
COCCCn1c(SCC(=O)N2CC(=O)Nc3ccccc32)nnc1-c1ccoc1C
 : 93, 8, -0.25, 4, 39, 1, 92, -23, 94
O=C(COc1ccc(S(=O)(=O)N2CCCC2)cc1Cl)NC1CC1
 : 95, /, 0.18, /, /, 0, 107, /, 94
O=c1c2c3c(sc2nc2n1CCCC2)CCCCC3
 : 91, 4, 0.57, -10, -19, 4, 102, /, 91
Cc1cc(=O)n2nc(N3CCC(C(=O)NC4CCCc5ccccc54)CC3)sc2n1 (stereo not drawn)
 : 91, /, 0.5, /, /, 9, 97, /, 89
CCC(C)NC(=O)C1CC(c2ccc(OC)cc2)=NO1 (stereo not drawn)
 : 102, 0, 2.7, -7, -2, -17, 96, -10, 100
CCn1nc(C(=O)Nc2ccc(C)c(C)c2)c(Cl)c1Cl
 : /, 8, 0.59, /, -23, /, /, 12, /
CCOc1ccc(C(C)C)cc1S(=O)(=O)n1nc(C)cc1C
 : 115, -7, 0.54, 18, -21, 4, 93, 16, 50
CCN(CC)C(=O)C1CCCN(c2ccc([N+](=O)[O-])cc2/C=N/NC(=O)c2cccc([N+](=O)[O-])c2)C1 (stereo not drawn)
 : /, 3, -0.28, 13, -2, /, /, 3, /
Cc1ccc(-n2nc(C(=O)O)c3ccccc3c2=O)cc1C
 : 94, 15, -0.56, 43, -8, -2, 96, 6, 87
COc1cccc(C(=O)/C=C/c2ccc(SC)cc2)c1
 : /, 6, -0.12, /, 1, /, /, -18, /
CCc1ccc(N(C(=O)c2ccco2)C(C(=O)NC2CCCC2)c2ccco2)cc1 (stereo not drawn)
 : 93, -2, -0.92, -20, 1, 0, 89, -13, 52
CCc1cc(=O)oc2cc(C)cc(OCc3nn[nH]n3)c12
 : 97, -3, 1.1, -18, -2, -22, 109, -15, 98
CCC1(C)N=C(c2ccc3c(c2)OCO3)CC(c2ccccc2O)N1 (stereo not drawn)
 : 25*, 27, -1.2, /, -1, 4, 54, 5, 2.1*
Cc1cc(=O)n2nc(N3CCCC(C(=O)NCCCN4CCc5ccccc5C4)C3)sc2n1 (stereo not drawn)
 : 97, /, 0.46, /, /, -1, 97, /, 90
COC(=O)c1cc(OC)c(OC)cc1NC(=O)CSc1nnnn1Cc1ccccc1
 : 94, -8, -0.64, -48, 7, 5, 89, -15, 77
O=C(Nc1ccc(Oc2ncccn2)cc1)c1ccco1
 : 99, 14, 1, -30, -16, 12, 98, -23, 85
CCCCOC(=O)c1ccc(NC(=O)c2ccoc2C)cc1
 : 98, 13, -0.57, -42, -29, 3, 95, 1, 91
COc1ccccc1NC(=O)N1c2ccc(F)cc2CCC1C (stereo not drawn)
 : 95, -3, 0.17, -1, -18, 0, 93, 6, 85
O=C1C(Cl)=C(N2CCCCC2)C(=O)N1c1ccccc1Cl
 : /, 11, 1.1, 8, -13, /, /, -3, /
CCc1ccc2[nH]c(=O)c(CN(CCCN3CCOCC3)C(=O)Nc3cccc(Cl)c3)cc2c1
 : 15*, 21, -0.56, 1, -8, 3, 61, -33, 29*
Cc1cc(N2C(=O)C(O)=C(C(=O)c3ccco3)C2c2ccc(O)cc2)no1 (stereo not drawn)
 : 92, -12, -0.26, -2, -20, -8, 102, 4, 95
Cc1ccc2cc(CN(C)C(=O)C3CCCO3)c(=O)[nH]c2c1 (stereo not drawn)
 : 91, 22, -0.26, 9, 59, 1, 95, -34, 100
O=C(Nc1ccc2nc(-c3ccccc3)oc2c1)c1ccco1
 : 102, -17, -2.1, -39, -1, 10, 107, -40, 86
O=C(c1ccc(CNS(=O)(=O)c2ccccc2)cc1)N1CCN(c2ccccn2)CC1
 : 99, 18, 0.39, 1, -20, -6, 92, 3, 80
Cc1ccc(S(=O)(=O)N2CCN(C3CCN(Cc4ccccc4)CC3)CC2)cc1
 : 95, /, -0.48, /, /, -2[fluorescence artefact?], 96, /, 86
CCn1c(-c2csc(-c3ccccc3)n2)n[nH]c1=S
 : 79, 5, 0.61, -13, -1, -7, 97, -17, 93
Cc1ccc(Cl)cc1N1CCN(C(=O)c2ccc(NS(=O)(=O)c3c(C)noc3C)cc2)CC1
 : /, -1, 0.66, -4, 6, /, /, 32, /
COc1cc(C2C(C(=O)c3ccc(C)o3)=C(O)C(=O)N2c2cc(C)on2)cc(Br)c1O (stereo not drawn)
 : 101, -6, 1.8, -51, -20, -7, 101, -17, 96
Cc1scc(C(=O)Nn2cnnc2)c1-c1ccccc1
 : 97, 16, 0.14, -62, 3, -2, 95, 5, 99

# Reformatted as labelled records: entries from further up
canonical_smiles: O=C(COc1ccc(S(=O)(=O)N2CCCC2)cc1Cl)NC1CC1
- HUVEC prolif 384 = 95
- VCAM1 TNFa inh = /
- Pyk2 oligo antag = 0.18
- IL1B cytotox = /
- HUVEC tox TNFa = /
- Smad3 FoxH1 inh = 0
- Fibroblast inh = 107
- F-actin modifier = /
- H69AR growth 86K = 94
canonical_smiles: CCOc1ccc(Nc2oc(-c3cccc(Cl)c3)nc2C#N)cc1
- HUVEC prolif 384 = 95
- VCAM1 TNFa inh = 6
- Pyk2 oligo antag = 0.68
- IL1B cytotox = 12
- HUVEC tox TNFa = -4
- Smad3 FoxH1 inh = -8
- Fibroblast inh = 92
- F-actin modifier = 8
- H69AR growth 86K = 57
canonical_smiles: O=C(c1ccc(CNS(=O)(=O)c2ccccc2)cc1)N1CCN(c2ccccn2)CC1
- HUVEC prolif 384 = 99
- VCAM1 TNFa inh = 18
- Pyk2 oligo antag = 0.39
- IL1B cytotox = 1
- HUVEC tox TNFa = -20
- Smad3 FoxH1 inh = -6
- Fibroblast inh = 92
- F-actin modifier = 3
- H69AR growth 86K = 80
canonical_smiles: Cc1cc(=O)n2nc(N3CCCC(C(=O)NCCCN4CCc5ccccc5C4)C3)sc2n1 (stereo not drawn)
- HUVEC prolif 384 = 97
- VCAM1 TNFa inh = /
- Pyk2 oligo antag = 0.46
- IL1B cytotox = /
- HUVEC tox TNFa = /
- Smad3 FoxH1 inh = -1
- Fibroblast inh = 97
- F-actin modifier = /
- H69AR growth 86K = 90

# Next section
# Screens in order: HUVEC prolif 384, VCAM1 TNFa inh, Pyk2 oligo antag, IL1B cytotox, HUVEC tox TNFa, Smad3 FoxH1 inh, Fibroblast inh, F-actin modifier, H69AR growth 86K
Cc1ccc(C(=O)C(C)OC(=O)C2=COCCO2)cc1C (stereo not drawn)
 : 99, -1, -0.52, 15, -14, 9, 103, 2, 102
O=C(CCn1c(=O)[nH]c2ccsc2c1=O)N1CCN(Cc2ccc3c(c2)OCO3)CC1
 : 92, 14, -1.4, 1, -12, 6, 103, -28, 86
O=C(CCCSc1nc2ccccc2s1)NCc1ccco1
 : 74, 10, 0.34, 1, -8, 3, 96, 0, 66
Cc1ccc(-c2csc(NC(=O)CSc3nc(C)cs3)n2)cc1
 : 92, 11, 0.85, -6, -24, 2, 98, -7, 63
CCOC(=O)c1c(NC(=S)Nc2ccccc2)sc(C)c1C
 : 94, -12, -0.27, -1, 6, 9[fluorescence artefact?], 94, 2, 78
COc1ccc(C(C(=O)NC(C)(C)C)N(Cc2ccco2)C(=O)CCC(=O)Nc2cc(C)on2)cc1 (stereo not drawn)
 : 93, 10, 0.39, -12, -23, -1, 100, -13, 78
O=C(Nc1ccc2[nH]c3c(c2c1)CCCC3)c1ccco1
 : 86, 10, -0.29, -12, -5, 7, 96, -2, 46
Cn1cc(-c2nnnn2-c2ccccc2)c(=O)c2ccccc21
 : /, 15, -0.05, -69, 8, /, /, 6, /
Cc1sc2ncnc(SCC(=O)N3CCCC3)c2c1C
 : 101, 10, 0.16, 5, -28, -4, 104, 15, 87
CCOC(=O)N1CCc2c(sc(NC(C)=O)c2C(N)=O)C1
 : 103, 7, /, 9, -22, -8, 109, 8, 104
Cn1nc(C(=O)NC2CCCCC2)c2ccccc2c1=O
 : 94, 5, 2, 2, -40, -2, 110, 15, 87
O=C(NCc1ccccn1)c1cccc([N+](=O)[O-])c1
 : /, -8, 0.12, -59, -8, /, /, 2, /

# The list is partial; count on the stated rates, not on these rows.
